RGS7-Gao = RGS7-Galphao binding modulators, primary screen, biochemical, multiplexed bead flow cytometry; 220,000 compounds, 0.35% hits; actives lie on both sides; AID 1439, 2008; binding response (% of control), % at 10 µM; Guanine nucleotide-binding protein G(o) subunit alpha (Homo sapiens), P09471; in the data active = binding response below about 49% or above about 150%; inconclusive = no clear call, values can overlap the other calls; inactive = in between;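 note: fluorescent Galphao held in activated GDP-AlF4 state binding bead-coupled RGS7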
Mcl1-Noxa inh = Mcl-1/Noxa binding inhibitors, primary screen, biochemical, TR-FRET, 1536-well. Induced myeloid leukemia cell differentiation protein Mcl-1 (Homo sapiens), Q07820. TR-FRET Mcl-1/Noxa peptide binding, 2 h. inhibition, % at 21.7 µM. 220,000 compounds, 1.5% hits;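 active = compounds that cut the protein-peptide binding signal by more than 50% relative to plate controls in a single-dose test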;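 note: His-tagged Mcl-1 with rhodamine Noxa BH3 peptide and terbium anti-His antibody; 0% = Mcl-1 plus Noxa peptide wells and 100% = peptide-only wells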
Bcl-2 Bim block = inhibitors of Bim-Bcl-2 binding, primary screen, biochemical, multiplexed, human Bcl-2 family; Apoptosis regulator Bcl-2 (Homo sapiens), P10415; Bead-based flow cytometry, Bim peptide-Bcl-2 binding; inhibition, % at 10 µM; 190,000 compounds, 0.06% hits; AID 950, 2007; in the data active = inhibition above about 40%; inconclusive = no clear call, values can overlap the other calls;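 note: 0% = no compound wells with probe peptide and 100% = reference peptide inhibitor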
Target sequence (P10415 whole entry, looked up): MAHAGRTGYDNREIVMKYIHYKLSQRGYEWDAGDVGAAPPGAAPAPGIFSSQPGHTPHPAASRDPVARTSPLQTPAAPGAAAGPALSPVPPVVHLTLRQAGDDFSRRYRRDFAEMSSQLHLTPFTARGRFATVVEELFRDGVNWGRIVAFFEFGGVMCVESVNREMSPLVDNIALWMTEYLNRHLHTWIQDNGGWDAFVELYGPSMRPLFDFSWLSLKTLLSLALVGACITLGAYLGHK
Bcl-W Bim block = inhibitors of Bim binding to Bcl-W, primary screen, biochemical, multiplexed, bead-based flow cytometry; Bcl-2-like protein 2 (Homo sapiens), Q92843; AID 952, 2007; 190,000 compounds, 0.02% hits; Bim peptide-Bcl-W binding; inhibition, % at 10 µM;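 note: 0% = bound tracer without compound and 100% = peptide blocker; higher means less fluorescent Bim peptide bound to Bcl-W beads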
Target sequence (Q92843 whole entry, looked up): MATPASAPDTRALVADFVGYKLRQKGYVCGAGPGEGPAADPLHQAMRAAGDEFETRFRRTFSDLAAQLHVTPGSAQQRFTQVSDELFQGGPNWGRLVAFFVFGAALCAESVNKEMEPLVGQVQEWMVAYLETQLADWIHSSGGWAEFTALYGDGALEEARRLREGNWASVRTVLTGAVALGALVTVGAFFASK
Bim-Bcl-B = inhibitors of Bim-Bcl-B binding, primary screen, biochemical, multiplexed, human Bcl-2 family; inhibition, % at 10 µM; 190,000 compounds, 0.073% hits; bead-based flow cytometry, Bim peptide-Bcl-B binding; Bcl-2-like protein 10 (Homo sapiens), Q9HD36;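 note: 0% = tracer peptide without compound and 100% = reference inhibitor peptide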
Target sequence (Q9HD36 whole entry, looked up): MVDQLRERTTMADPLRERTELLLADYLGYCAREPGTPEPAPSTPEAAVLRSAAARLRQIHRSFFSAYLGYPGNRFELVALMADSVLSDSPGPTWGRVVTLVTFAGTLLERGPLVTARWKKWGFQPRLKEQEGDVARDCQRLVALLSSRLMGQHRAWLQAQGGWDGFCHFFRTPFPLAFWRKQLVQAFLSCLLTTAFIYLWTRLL
RGS8-Gao = RGS8-Galphao binding modulators, primary screen, biochemical, multiplexed bead flow cytometry; 220,000 compounds, 0.34% hits; AID 1423, 2008; Guanine nucleotide-binding protein G(o) subunit alpha (Homo sapiens), P09471; actives lie on both sides; response (percent of control binding), % at 10 µM; in the data active = response below about 60% or above about 140%; inactive = in between;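 note: Galphao activated as the GDP aluminium fluoride complex binding bead-coupled RGS8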
Mcl1-Bid inh = Mcl-1/Bid binding inhibitors, primary screen, biochemical, TR-FRET, 1536-well; Induced myeloid leukemia cell differentiation protein Mcl-1 (Homo sapiens), Q07820; TR-FRET Mcl-1/Bid-Dy647 peptide binding; inhibition, % at 21.7 µM; 220,000 compounds, 0.97% hits; AID 1021, 2008;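 active = compounds that cut the binding signal by more than half at the single screening dose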;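 note: His-tagged Mcl-1 with europium anti-His antibody binding Bid BH3 peptide; 0% = Mcl-1 plus peptide wells and 100% = peptide-only wells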
Bim-Mcl-1 = inhibitors of Bim peptide binding to Mcl-1, primary screen, biochemical, bead-based flow cytometry, multiplex; Bim peptide-Mcl-1 binding; inhibition, % at 10 µM; 190,000 compounds, 0.1% hits;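 note: 0% = no compound tracer wells and 100% = peptide blocker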
RGS4-Gao reg = modulators of RGS4 binding to Galphao, primary screen, biochemical, multiplexed bead flow cytometry; Guanine nucleotide-binding protein G(o) subunit alpha (Homo sapiens), P09471; actives lie on both sides; binding response (% of control), % at 10 µM; 220,000 compounds, 0.33% hits; AID 1415, 2008; in the data active = binding response below about 49% or above about 150%; inactive = in between;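 note: fluorescent Galphao activated with aluminum fluoride binding bead-coupled RGS4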
Bcl-XL Bim block = inhibitors of Bim-Bcl-XL binding, primary screen, biochemical, multiplexed, bead flow cytometry, human Bcl-XL; Bcl-2-like protein 1 (Homo sapiens), Q07817; Bim peptide-Bcl-XL binding, fluorescence; inhibition, % at 10 µM; 190,000 compounds, 0.04% hits; AID 1007, 2008
Target sequence (Q07817 whole entry, looked up): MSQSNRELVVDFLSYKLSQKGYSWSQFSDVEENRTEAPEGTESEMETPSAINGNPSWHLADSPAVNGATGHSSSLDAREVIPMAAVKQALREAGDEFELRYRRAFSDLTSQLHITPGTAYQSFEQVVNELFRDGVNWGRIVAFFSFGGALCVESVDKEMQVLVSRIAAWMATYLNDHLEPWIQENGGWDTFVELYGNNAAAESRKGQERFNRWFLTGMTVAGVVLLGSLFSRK
Bim-Bfl-1 = inhibitors of Bim binding to Bfl-1, primary screen, biochemical, multiplexed, bead-based flow cytometry. Bcl-2-related protein A1 (Homo sapiens), Q16548. Bim-Bfl-1 binding inhibition. inhibition, % at 10 µM. 190,000 compounds, 0.12% hits;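 note: 0% = wells without compound plus tracer and 100% = blocker peptide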
* hit, by the source's call; ? = inconclusive; nt = not tested or not shown. Cut-off read from the data, not from the text of the source, unless noted: active = inhibition above about 40%.

SMILES,RGS4-Gao reg,Bim-Mcl-1,Bcl-2 Bim block,RGS7-Gao,Bcl-W Bim block,Mcl1-Bid inh,Bim-Bcl-B,RGS8-Gao,Bcl-XL Bim block,Bim-Bfl-1,Mcl1-Noxa inh
O=C1C=C(c2ccc(Cl)cc2)C(=O)N1Nc1ccccc1,94.7,-7.0,-4.0,95.0,0.0,5.5,-9.0,86.8,-2.0,-6.0,-4.2
O=Cc1cn(CC(=O)Nc2ccc3c(c2)OCO3)c2ccccc12,105.4,-2.0,-3.0,105.6,-1.0,-11.4,-9.0,107.1,-5.0,-9.0,-1.1
CCOC(=O)C1=C(C)NC(=S)NC1c1ccc(-c2ccc(Cl)cc2)o1 (configuration not stated),101.5,-10.0,-8.0,105.0,-7.0,-32.5,-21.0,105.7,-9.0,-7.0,13.9
O=C(CSc1nnnn1-c1ccc(O)cc1)N1N=C(c2ccc3ccccc3c2)CC1c1ccccc1 (configuration not stated),103.3,0.0,-1.0,?,-1.0,-3.0,-5.0,101.3,0.0,-2.0,-14.3
O=C(CCC(=O)OCC(F)(F)C(F)F)NCc1ccccc1,87.2,-1.0,-4.0,91.0,1.0,-4.3,-2.0,94.7,1.0,-3.0,-3.4
CCOC(=O)c1c(NC(=O)c2ccc(C)cc2)sc2c1CC(C)(C)NC2(C)C,97.6,-1.0,-5.0,97.3,-1.0,-2.0,-5.0,101.9,-1.0,-4.0,-6.1
Cc1ccc(C(=O)N2CCN(c3cc4c(cc3[N+](=O)[O-])n(C)c(=O)n4C)CC2)cc1,106.0,0.0,-1.0,100.9,3.0,-12.6,-8.0,103.9,-3.0,-12.0,-11.5
CC(C)(C)C(=O)N1CCC(O)(CS(=O)(=O)Cc2ccccc2)CC1,107.3,2.0,5.0,105.4,-1.0,-11.6,-1.0,109.6,-2.0,-3.0,3.2
Cc1nnc(NC(=O)CSc2ccc(-c3ccc(Cl)cc3)nn2)s1,97.8,0.0,0.0,?,-1.0,-27.2,2.0,97.6,-2.0,4.0,-6.4
O=S(=O)(c1ccc(NC2CCCCC2)cc1)N1CCOCC1,103.8,1.0,0.0,104.3,-2.0,-14.1,-2.0,101.7,2.0,1.0,5.2
O=C(COC(=O)/C=C/c1ccc(Br)o1)Nc1ccccc1F,91.5,-3.0,-4.0,?,-6.0,-27.5,-8.0,92.0,-6.0,-7.0,35.6
COCCCNC(=O)CCCCCNS(=O)(=O)c1ccc(Br)cc1,106.2,0.0,0.0,100.9,0.0,5.2,0.0,101.2,0.0,3.0,10.5
COc1ccc(Cl)cc1NC(=O)c1ccccc1C,100.8,0.0,0.0,100.9,0.0,-4.4,-3.0,101.6,0.0,0.0,6.4
CCN(CC(=O)NC(C)C)C(=O)c1ccc(S(=O)(=O)N(C)c2ccccc2OC)cc1,98.4,1.0,0.0,94.5,0.0,-8.7,-2.0,100.5,0.0,-1.0,-6.1
Cc1nc(NC(=O)c2ccccc2)sc1-c1csc(Nc2ccc(Cl)cc2)n1,96.9,-2.0,-3.0,100.4,3.0,-11.3,-2.0,101.2,-2.0,3.0,-15.9
O=c1nc(N2CCCCCC2)nc(N2CCCCCC2)[nH]1,97.6,2.0,-2.0,97.4,3.0,-24.3,-2.0,100.0,0.0,-9.0,-6.4
Cc1ccc2cc(C(c3nnnn3C3CCCC3)N3CCN(c4ccccc4)CC3)c(=O)[nH]c2c1 (configuration not stated),98.5,-2.0,-9.0,98.1,-4.0,-14.7,-12.0,100.1,-11.0,-15.0,13.7
COc1ccc(C(=O)OCC(=O)c2ccc(C3CCCCC3)cc2)cc1,97.9,1.0,-7.0,97.3,1.0,31.1,-6.0,97.8,-2.0,-12.0,-11.5
O=C(N1CCCCCC1)n1c(Cc2ccccc2)nc2ccccc21,101.8,1.0,-7.0,102.1,-1.0,-7.3,-4.0,102.4,0.0,1.0,-6.3
Cc1cc(C)n(-c2nc(NCCCO)c3c4c(sc3n2)CCCC4)n1,101.3,4.0,-4.0,101.4,1.0,-7.1,5.0,101.2,-1.0,-7.0,15.8
CN1C(=S)SC(N(O)C=C2C=CC(=O)C=C2)C1(C)C (configuration not stated),98.2,1.0,-4.0,94.3,3.0,-63.3,-4.0,99.5,-3.0,-12.0,-4.5
Cc1ccccc1NC(=O)C1c2ccccc2Oc2ccccc21,100.4,-4.0,-8.0,103.9,-4.0,-7.7,-9.0,102.2,-8.0,-13.0,13.6
O=C(O/N=C(\c1ccccc1)c1ccncc1)c1ccccc1Cl,98.5,0.0,-3.0,99.5,3.0,1.2,-3.0,99.7,0.0,-5.0,8.5
CC(C)C(c1nnnn1C1CCCCC1)N1CCN(c2ncccn2)CC1 (configuration not stated),101.5,-5.0,3.0,101.2,-6.0,8.8,1.0,105.4,-2.0,8.0,5.3
O=C1CCCc2ccccc2N1Cc1ccccc1Cl,97.9,-2.0,-2.0,97.6,1.0,-0.2,-4.0,99.4,0.0,-4.0,-1.7
O=C(NNc1ccc(O)cc1)c1ccc(Br)cc1,98.4,0.0,0.0,94.6,0.0,-41.8,-3.0,101.0,-1.0,-2.0,16.4
CN(C)S(=O)(=O)c1ccc(NC(=O)c2ccncc2)cc1,99.0,0.0,-2.0,102.2,0.0,-14.0,-1.0,100.5,-2.0,-5.0,-4.8
COC(=O)c1ccc(NC(=O)COc2ccccc2OC)cc1,99.2,2.0,-8.0,98.0,2.0,15.5,-8.0,102.4,-1.0,-11.0,-105.7
CCc1ccc(NS(=O)(=O)c2cccc3nonc23)cc1,104.2,0.0,2.0,101.3,0.0,-11.4,-3.0,104.7,-2.0,0.0,5.6
Cc1ccc(CC2CC(=O)N(c3ccc(C)cc3)C2=O)cc1 (configuration not stated),99.0,3.0,1.0,?,2.0,-2.5,-2.0,99.3,1.0,-4.0,1.1
COc1cccc(-n2nnnc2SCC(=O)N2CCCc3ccccc32)c1,106.0,-4.0,-12.0,101.8,0.0,20.4,-11.0,105.4,-4.0,-14.0,nt
O=C(/C=C/c1cn(-c2ccccc2)nc1-c1cccnc1)N1CCCCC1,94.8,0.0,0.0,95.1,1.0,-0.4,-2.0,99.0,1.0,-3.0,12.6
Cn1nccc1NS(=O)(=O)c1ccc(F)cc1,95.3,nt,nt,?,nt,0.2,nt,95.6,nt,nt,-6.7
COCCCNC(=O)c1cn(CC(C)C)c(=O)c2c1c1ccccc1n2C,103.4,1.0,-3.0,96.4,1.0,-0.8,-7.0,105.0,-2.0,-14.0,18.9
COCN(C#N)c1nc(OC)nc(OC)n1,104.6,-3.0,-3.0,108.3,-1.0,-18.9,0.0,119.4,0.0,1.0,-4.7
COc1ccccc1NC(=O)CC1C(=O)Nc2c1c(=O)n(C)c(=O)n2C (configuration not stated),100.3,0.0,-7.0,103.2,-3.0,-38.1,-8.0,94.9,-4.0,-8.0,14.6
CCCCNC(=O)Cc1c(O)c2ccccc2[nH]c1=O,102.2,0.0,3.0,98.4,5.0,-51.2,-3.0,101.0,-3.0,1.0,5.1
Cc1ccc(S(=O)(=O)NCC(C)NS(=O)(=O)c2ccc(C)cc2)cc1 (configuration not stated),98.8,-7.0,-9.0,97.5,-2.0,13.1,-10.0,100.6,-11.0,-21.0,-8.1
O=C(Cc1ccc([N+](=O)[O-])cc1)NCc1ccc2c(c1)OCO2,99.9,-3.0,-1.0,101.4,-2.0,-55.9,-2.0,103.2,-2.0,-2.0,3.8
CC(=O)NC1CC2CCC(C1)N2Cc1ccc(C)cc1 (configuration not stated),98.8,-1.0,-2.0,97.8,-1.0,-10.2,-4.0,100.1,-2.0,-4.0,-0.8
Cc1c(N=C2C=CC(=O)c3ccccc32)c(=O)n(-c2ccccc2)n1C,96.2,-5.0,16.0,93.1,10.0,-12.5,-12.0,85.5,2.0,53.0*,0.5
COc1ccc(N(CC(=O)NCc2cccs2)S(=O)(=O)c2c(C)n[nH]c2C)cc1,75.3,-12.0,-6.0,73.9,-8.0,-6.5,-7.0,58.2*,-10.0,-7.0,14.7
Cc1cccc(NC(=S)NCCN2CCOCC2)c1,100.8,-7.0,-2.0,96.9,-7.0,-73.8,-11.0,100.5,-9.0,-1.0,7.2
COc1ccc(NS(=O)(=O)c2cc(NC(=O)/C=C/c3cc(OC)c(OC)c(OC)c3)ccc2N2CCCCC2)cc1,100.3,-1.0,-3.0,101.8,-2.0,22.8,-4.0,100.1,-3.0,-1.0,26.4
CC(NC(=O)c1ccccc1)C(=O)N/N=C/c1ccc(O)cc1 (configuration not stated),106.1,0.0,-2.0,106.7,0.0,-18.4,-7.0,113.5,-1.0,-8.0,4.7
COc1cc2nc(COc3ccccc3[N+](=O)[O-])oc(=O)c2cc1OC,105.5,-5.0,-1.0,107.2,-6.0,-4.2,-8.0,103.8,-3.0,2.0,21.2
CCC(O)(CC)C(=O)NN(C(=O)Nc1csc2c1CCCC2)c1ccccc1,102.9,0.0,2.0,104.9,-2.0,0.7,-6.0,99.8,-1.0,2.0,-5.3
Cc1cc(C(N)=O)c2cc(Br)ccc2n1,101.3,0.0,2.0,102.9,0.0,-23.9,1.0,101.7,-1.0,0.0,-25.1
O=C(Nc1ccccc1N1CCCC1)c1cccc(-c2cc3ccccc3oc2=O)c1,87.1,-27.0,-7.0,88.0,-12.0,-58.0,-14.0,84.7,-14.0,-4.0,14.2
O=C(Nc1nnc(-c2ccncc2)o1)c1ccccc1F,101.9,0.0,-1.0,?,1.0,-16.1,-2.0,99.7,-3.0,-3.0,-0.9
N#Cc1c(C(F)(F)F)cc(-c2ccccc2Cl)[nH]c1=O,102.6,-1.0,1.0,101.3,-1.0,3.9,2.0,100.8,0.0,-1.0,25.4
COC(=O)c1ccc(NC(=S)NN2CCOCC2)cc1,106.7,-2.0,-6.0,105.7,-5.0,-56.5,-7.0,108.1,-5.0,-9.0,29.1
CC1CN(C(=O)Nc2cccc(Cl)c2)C2(CCCCCC2)O1 (configuration not stated),101.3,0.0,-1.0,?,0.0,-0.9,-1.0,102.7,0.0,0.0,17.8

Bioassay records from PubChem.
